Screening data: PubChem BioAssay, National Center for Advancing Translational Sciences (NCATS)
p53ts 39C tox – cytotoxicity in p53ts cells at nonpermissive temperature; 1.5% of 130,000 active; AID 902; H1299-p53A138V viability at 39C, ATP luminescence, 24 h; Potency, µM (highest dose often 46.1 µM), inactives show at the highest dose activity change, negative = cell killing, actives largely listed as cytotoxic; further: nearly all actives have a fitted effect of over 55% in size
Peg3 imprint – inducers of genomic imprint erasure in mouse ES cells; mouse ES Peg3-LacZ reporter, beta-gal luminescence, 40 h; Potency, µM (highest dose often 60.7 µM), for the others: at the highest dose activity change, positive = activation, hits mostly activators; 0.02% of 110,000 active;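 further: 0% = negative control wells on the plate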
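Readout: BetaGlo luminescence (5 min, room temp) for LacZ from the normally silent maternal Peg3 allele in female Peg3LacZ-Neo ES cells. Cells 300/well, 40 h, 37C, 5% CO2. Data normalized per plate to negative controls.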
p53ts 32C tox – p53ts cell cytotoxicity, permissive temperature; H1299-p53A138V at 32C, ATP luminescence viability, 24 h; Potency, µM (series often up to 46.1 µM), for inactives: top-dose activity change, negative = cytotoxicity, hits mostly cytotoxic; 0.93% of 130,000 active; AID 924;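 further: 0% = DMSO and -100% = full killing by reference compound; nearly all actives have a fitted effect of over 55% in size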
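ATP-content luminescence (ATPlite) read-out after 24 h compound exposure at 32C in H1299-p53A138V cells (600/well). Tested up to 46 uM. Normalized to DMSO (0%) and 100 uM tamoxifen (100% killing); Hill-fit AC50.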
IkB signaling – suppresses IkB signaling in ABC-DLBCL reporter cells; ABC-DLBCL IkBa-CBG/CBR dual luciferase ratio, 4 h; response scale: scaled: untreated 0%, proteasome inhibitor 100%; Potency, µM (top dose mostly 57.1 µM), inactives show at the highest dose IkBa stabilization activation; 0.04% of 110,000 active; AID 445; active means well fitted curve in the direction sought with a large enough effect in the signal ratio, not every such curve was filed as active; inconclusive means small, poorly fitted or top-dose-only effect, or a change in a side signal; the % refers to the signal ratio;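 further: the direction sought is a rising ratio; 0% = basal untreated cells and 100% = reference inhibitor full response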
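Curves were fitted separately to fusion (green), unfused (red) and ratio luminescence, then classed by r2, magnitude and activity. Cells: OCI-Ly3, 4 h compound plus doxycycline at 37C; 10 uM MG-132 defined full response.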
Starred values were filed as active, the others as inactive; ? = inconclusive; . = not tested or not shown; [ ] = another dose, or the depositor's remark. Unless noted, the call rests on the fitted dose curve; in most records, active means well fitted curve in the direction sought with a large enough effect; inconclusive means small, poorly fitted or top-dose-only effect, or another doubt; inactive means no such curve, though single readings can be large; an effect the other way counts as inactive or inconclusive. Unless noted, on the % scale 0 is the no-effect control and ±100 the full control effect; potency means the concentration at half of the fitted maximal effect. The order is random; 1.8% or so of the library scored in one or more.

Sequence of screens – p53ts 39C tox, Peg3 imprint, p53ts 32C tox, IkB signaling
COCCCn1c(SCC(=O)Nc2ccc(F)cc2)nc2c(sc3ccccc32)c1=O
  ?, -5%[10.9 µM], 3%, -0.2%
CCCn1c(=NC(=O)c2ccco2)c(C(=O)OCC)cc2c(=O)n3ccccc3nc21
  9%, -17%, 10%, 0.9%
CCc1cc2c(=O)[nH]cnc2s1
  5%, ., -10%, -5.1%
Oc1c(C(c2ccccc2F)N2CCN(c3ccccc3F)CC2)sc2nc(-c3ccco3)nn12 (configuration not stated)
  7%, -11%[10.9 µM], -2%, ?
Cc1ccc2oc(=O)cc(CN3CCC(C)CC3)c2c1
  5%, -11%, 0%, -0.1%
O=C(C1CCN(Cc2cc(Cl)ccc2O)CC1)N1CCN(Cc2ccccc2)CC1
  1%, -15%, -11%, 1.3%
O=C(Nc1cccc(C(F)(F)F)c1)c1cc2ccc3cccnc3c2[nH]1
  10%, 23%[10.9 µM], -3%, -3.9%
CCn1c(=O)cc(OCC(=O)N2CCN(c3ccc(C(C)=O)cc3)CC2)c2ccccc21
  -20%, 8%[10.9 µM], 6%, 3.1%
CC(C)(C)NC(=O)CCSc1nc(-c2ccc3c(c2)OCO3)cc(C(F)(F)F)n1
  -2%, -11%[10.9 µM], 9%, ?
Cc1ccccc1NC(=O)NCCCN1CCN(c2ccccc2F)CC1
  17%, -14%[10.9 µM], 2%, 1.3%
CCc1cccc(C)c1NC(=O)C1CCCN1S(=O)(=O)c1cccc2nsnc12 (configuration not stated)
  2%, -12%[10.9 µM], 7%, 0.5%
O=C(CC(Nc1ccccc1)C(=O)O)c1ccccc1 (configuration not stated)
  6%, 17%, -16%, ?
O=C(Cn1nc(-c2ccccc2)c2cnc3ccc(F)cc3c21)NC1CCCC1
  8%, -3%[10.9 µM], 1%, 0.3%
COc1cccc(C2CC(C(F)(F)F)n3ncc(C(=O)NCC4CCCO4)c3N2)c1 (configuration not stated)
  -6%, -1%, 3%, 0.4%
Cc1c(N=C2NC(=O)C(CC(=O)Nc3ccc(Cl)cc3)S2)c(=O)n(-c2ccccc2)n1C (configuration not stated)
  -8%, -2%, 3%, 1.7%
COc1ccccc1-n1c(SCC(=O)N2CCCCC2)nc2cccnc21
  1%, -6%, -3%, -0.2%
CCc1ccccc1NC(=O)Cc1ccc(NC(=O)N2CCCCc3ccccc32)cc1
  -14%, -18%[10.9 µM], -4%, 2.8%
CCOC(=O)CN1C(=O)C(=O)c2cccc(C)c21
  -3%, -21%, -1%, -0.9%
CC(C)CCNC(=O)Cn1nc(N2CCN(c3ccccc3)CC2)ccc1=O
  -22%, 11%[10.9 µM], 9%, 0.1%
COc1ccc([C@@H]2CC(=O)c3c(O)cc(O)cc3O2)cc1O
  17%, -38%[inhibitor], 30%[activator], -0.1%[11.4 µM]
Cc1ccc(-c2nnc(SCC(=O)N3CCN(c4ccccc4)CC3)o2)cc1
  8%, -2%, 7%, 0.4%
CN(C)c1ccc(/C=C2\CCCCC2=O)cc1
  -13%, ., -28%, .
Cc1c(N=Cc2nc3ccccc3n2C)c(=O)n(-c2ccccc2)n1C
  6%, -6%, 5%, 1.3%
COc1ccccc1NC(=O)c1ccc(NC(=O)CSc2nncn2C)cc1
  -10%, ., -3%, .
COc1ccc(CNC(=O)C2C3C=CC4(CN(Cc5cccnc5)C(=O)C24)O3)cc1 (configuration not stated)
  -5%, -13%, -1%, -0.6%
CCOC(=O)Cn1cnc2c(nnn2-c2ccc(OC)cc2)c1=O
  6%, -5%, 0%, -0.9%
O=C(O)CSc1nnc(CNc2ccccc2Cl)n1-c1ccccc1
  6%, ., -11%, -1.3%
CC(C)Cc1cc(C(=O)N2CCN(c3ccc(F)cc3)CC2)no1
  -1%, -25%, 1%, 3.5%
CN1CCc2c(sc(NC(=O)c3ccc(S(=O)(=O)N4CCOCC4)cc3)c2C(N)=O)C1
  32%[activator], -13%, 13%, -3.1%
CCc1cccc(NC(=O)C2CCCC2)c1
  2%, 6%, -10%, 1.2%
CCCCCn1nc(C)c2c(C)cc(=O)[nH]c21
  -16%, ., -3%, .
Cc1ccc(C2N(c3cccc(Cl)c3)C(=O)C3CCCN32)o1 (configuration not stated)
  -1%, -20%, -6%, -1.8%
Cc1ccc(Nc2nc(N3CCOCC3)nc(N3CCOCC3)n2)cc1
  11%, 5%, -5%, -0.2%
N=C1[C@@H](O)[C@]2(I)c3ccccc3N3C(=N)[C@H](O)[C@@H]4c5ccccc5N1[C@@H]4[C@@H]32
  3%[9.22 µM], -9%[10.9 µM], 6%[9.22 µM], ?
COc1ccc(-c2noc(CCC(=O)N(C)c3ccccc3C)n2)cc1
  -12%, 13%[10.9 µM], -2%, ?
CC(C)(C)OC(=O)N1CCCC1C(=O)N1CCc2ccccc21 (configuration not stated)
  -1%, -1%, 0%, -1.1%
COc1ccc(-c2nn(-c3ccccc3)cc2CO)cc1OC
  -6%, -10%, -11%, -2.3%
COc1cc(NS(=O)(=O)c2cc(Br)cc3c2N(C(=O)C2CC2)CC3)cc(OC)c1
  13µM*, -24%[10.9 µM], 10µM*, 1.3%
O=C(COC(=O)c1cccnc1)Nc1ccccc1
  -3%, ., 0%, .
O=C(CN1CCN(Cc2ccc3c(c2)OCO3)CC1)N1CCc2[nH]c3ccc(F)cc3c2C1
  -5%, -18%, -4%, ?
CCOc1ccc(-c2cc(C(=O)NCc3ccccc3)c3c(-c4ccc(CC)cc4)[nH]nc3n2)cc1
  0%, 5%[10.9 µM], 1%, -1.3%
CCN(CC(=O)Nc1ccccc1OC)C(=O)C1CC2C=CC1C2 (configuration not stated)
  -1%, -13%, 4%, 0.2%
O=C1OCCC1Sc1nc2ccccc2n1-c1ccccc1 (configuration not stated)
  10%, -8%, -8%, 0.4%
COc1cccc(C2CC(c3ccccc3Cl)n3ncnc3N2)c1 (configuration not stated)
  -10%, -15%, -4%, 2.3%
CN1CCN(c2nc3nonc3nc2N2CCN(C)CC2)CC1
  1%, 4%, -6%, -0.4%
O=C(CSc1nc2c(c(=O)[nH]1)CCC2)Nc1cccc(O)c1
  2%, -9%[10.9 µM], 4%, ?
c1ccc(-c2noc(C3CCCCC3)n2)nc1
  ?, ., ?, 7.8%
COc1cc(C2=NOC(C(=O)N3CCN(c4ccc(F)cc4)CC3)C2)cc(OC)c1OC (configuration not stated)
  4%, -17%, -6%, ?
O=C(O)c1cnn2c(C(F)F)cc(C(F)F)nc12
  7%, ., -9%, .
COC(=O)c1ccccc1NC(=O)CN1CCC(n2nnc3cc(C)ccc32)CC1
  2%, 0%, 0%, ?

Additional records.
Sequence of screens – p53ts 39C tox, Peg3 imprint, p53ts 32C tox, IkB signaling
COC(=O)c1ccc(NC(=O)CN(C)S(=O)(=O)c2ccc(Br)s2)cc1
  -11%, 22%[10.9 µM], 14%, ?
CC(C)CC(NS(=O)(=O)c1ccc2c(c1)oc(=O)n2C)C(=O)NCc1ccccc1Cl (configuration not stated)
  9%, 10%[10.9 µM], -1%, -2.0%
CC1(C)OC(C(O)(c2cc(F)c(F)c(F)c2)c2cc(F)c(F)c(F)c2)C(C(O)(c2cc(F)c(F)c(F)c2)c2cc(F)c(F)c(F)c2)O1 (configuration not stated)
  10%[9.22 µM], ., 24%[9.22 µM], .
CCOC(=O)N1CCN(C(=O)C2c3cc(OC)c(OC)cc3C(=O)N3CCc4ccccc4C23)CC1 (configuration not stated)
  -3%, -16%, -2%, 0.8%
CCc1cccc(NC(=O)CCc2nc(-c3cccs3)no2)c1
  -9%, -8%, -12%, ?
Cc1ccc(S(=O)(=O)C(C#N)c2nc3ccccc3nc2N2CC(C)OC(C)C2)cc1C (configuration not stated)
  -5%, 0%, -3%, 1.3%
Cc1ccc(Cl)cc1Nc1nn2c(=O)c3ccc(C(=O)NC4CCCCC4)cc3nc2s1
  -14%, -4%[10.9 µM], -6%, 0.1%
COCC(C)NS(=O)(=O)c1ccc(N2CCCCS2(=O)=O)cc1 (configuration not stated)
  2%, -14%[10.9 µM], -8%, -0.1%
COc1ccc(OC)c(S(=O)(=O)N2C(C)CCCC2C)c1 (configuration not stated)
  0%, -15%, 5%, 3.2%
Cc1cc(C)n(CCOc2ccc(Cl)cc2Cl)n1
  -4%, -12%, 0%, -0.8%
COc1cc(C)c(Cl)c(C)c1S(=O)(=O)NCc1ccc2c(c1)OCO2
  1%, -6%, 6%, 0.5%
COc1ccc(N2CCN(C(=O)c3ccc(-n4nc(C)cc4C)cc3)CC2)cc1
  5%, -15%, 5%, 2.0%
COc1cccc(-c2noc(CCC(=O)Nc3cccnc3)n2)c1
  -2%, -46%[inhibitor], 4%, -1.0%
COc1ccc(OC(=O)c2nc(SCc3ccc(C)cc3)ncc2Cl)cc1
  -1%, -6%[10.9 µM], 2%, -0.4%
COC(=O)c1nc2ccccc2s1
  6%, ., 3%, .
CCCCC(=O)Nc1nnc(S(=O)(=O)N(CC)c2cc(C)cc(C)c2)s1
  3%, -14%[10.9 µM], -3%, ?
Cn1c(=O)c2c(nc(CN3CCN(c4ccccc4)CC3)n2CCc2ccccc2)n(C)c1=O
  21%, 3%, 6%, 4.1%
CCOc1cc(C(=O)Nc2cc(C)on2)cc(OCC)c1OCC
  -5%, -6%, 6%, 4.3%
CCS(=O)(=O)N1CCc2cc(C(=O)Nc3ccc(OC)c(Cl)c3)ccc21
  -11%, -14%[10.9 µM], -2%, 1.8%
O=C(Nc1cccc(F)c1)c1cnc2sc(N3CCCC3)nn2c1=O
  -12%, -14%[10.9 µM], -4%, ?
CCN(CC)CCNC(=O)C(=O)Nc1c2c(nn1-c1ccc(F)cc1)CSC2
  12%, -7%[10.9 µM], 9%, -1.8%
CN(Cc1ccco1)C(=O)C1CCC(=O)N1Cc1ccc(F)cc1 (configuration not stated)
  -11%, -1%, 0%, -1.0%
COc1cccc(-c2nnc(NC(=O)c3ccc(S(=O)(=O)N4CC(C)OC(C)C4)cc3)o2)c1 (configuration not stated)
  13µM*, -43%[inhibitor], -10%, ?
CCOC(=O)c1c(Nc2ccc(F)cc2)nnc(-c2ccccc2)c1-c1ccccc1
  4%, -18%[10.9 µM], 11%, ?
CCN(Cc1nc(-c2ccc(OC)c(OC)c2)no1)S(=O)(=O)c1ccc(OC)cc1
  -22%, -10%[10.9 µM], 7%, ?
Cc1ccc(-c2ccc(=O)n(Cc3cc(C)ccc3C)n2)cc1
  ?, -8%[10.9 µM], -5%, ?
CCCCSc1nc(C)c(CC(=O)OC)c(=O)[nH]1
  2%, 7%, -6%, -0.4%
CS(=O)(=O)N(CCc1ccccc1)CC(=O)N1CCN(c2ccc(F)cc2)CC1
  8%, ., 0%, .
COC(=O)c1cc2oc3ccccc3c2n1Cc1nc(-c2ccc(OC)cc2)oc1C
  -3%, ?, 11%, -0.7%
COc1ccccc1NC(=O)c1nn(C)c2c1CS(=O)(=O)c1ccccc1-2
  -5%, -4%[10.9 µM], 9%, -1.3%

By substructure, those above containing bromine
Sequence of screens – p53ts 39C tox, Peg3 imprint, p53ts 32C tox, IkB signaling
COc1cc(NS(=O)(=O)c2cc(Br)cc3c2N(C(=O)C2CC2)CC3)cc(OC)c1
  13µM*, -24%[10.9 µM], 10µM*, 1.3%
COC(=O)c1ccc(NC(=O)CN(C)S(=O)(=O)c2ccc(Br)s2)cc1
  -11%, 22%[10.9 µM], 14%, ?

Next part:
Sequence of screens – p53ts 39C tox, Peg3 imprint, p53ts 32C tox, IkB signaling
COc1ccc(/C=C(\NC(=O)c2ccccc2)C(=O)NC2CCCCC2)cc1
  6%, -9%[10.9 µM], 18%, 11%
Cc1cc(-c2ccc(C)c(S(=O)(=O)NCc3ccc(Cl)cc3)c2)on1
  17%, -15%[10.9 µM], -9%, ?
CCP(=O)(c1ccccc1)C(C)(C)O (configuration not stated)
  9%, 1%, 12%, -0.7%
CCN(CC)c1cc(C)c2cc(NC(=O)/C=C/c3ccc(C)cc3)ccc2n1
  2%, -13%[10.9 µM], -13%, ?
CCCCC(=O)NC1CC(=O)N(c2ccc3c(c2)OCCO3)C1 (configuration not stated)
  -3%, 28%[10.9 µM], -4%, -0.3%
